Compound activity deposited in PubChem BioAssay by The Scripps Research Institute Molecular Screening Center.
DDE Tn7 FP inh – inhibitors of Tn7 peptide binding to fibrin DD(E), primary screen, biochemical, fluorescence polarization, human fibrin, Tn7 probe; Fibrinogen beta chain (Homo sapiens), P02675; FP displacement of FITC-Tn7 peptide from fibrin DD(E); 0% = median of compound wells per plate; inhibition, % at 8.3 µM; hit rate 0.13% among 370,000; AID 720508, 2013;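 active means inhibition above the mean of compounds falling within the control limits plus 3 SD of them, cut at about 14% in these data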;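 further: 0% = plate median of compound wells and 100% = 10 µM Aha-Tn7 peptide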
Target sequence (P02675 whole entry, looked up): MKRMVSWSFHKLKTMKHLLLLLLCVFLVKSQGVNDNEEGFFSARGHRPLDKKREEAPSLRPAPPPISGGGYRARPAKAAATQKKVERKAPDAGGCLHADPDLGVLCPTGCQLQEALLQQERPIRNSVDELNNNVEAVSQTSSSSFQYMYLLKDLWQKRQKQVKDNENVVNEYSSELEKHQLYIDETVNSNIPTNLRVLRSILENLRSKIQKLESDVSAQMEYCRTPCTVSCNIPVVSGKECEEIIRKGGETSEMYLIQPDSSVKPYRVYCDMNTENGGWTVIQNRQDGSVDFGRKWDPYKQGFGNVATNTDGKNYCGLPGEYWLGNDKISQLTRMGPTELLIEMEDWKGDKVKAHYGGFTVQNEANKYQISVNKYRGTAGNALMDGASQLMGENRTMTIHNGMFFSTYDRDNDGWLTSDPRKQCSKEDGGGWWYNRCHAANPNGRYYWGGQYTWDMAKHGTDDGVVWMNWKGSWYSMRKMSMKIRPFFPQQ
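Assay system: Human clot-derived fibrin DD(E) complex | Buffer or medium: Tris/NaCl/CaCl2 buffer, pH 7.8 | Repeats: One replicate per compound | Benchmarks: Aha-Tn7 high control | Measure: % inhibition scaled between sample-field median and high-control FP | Schedule: 10 min plus 3 h, room temperature | Signal: Fluorescence polarization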
ASAP1 GAP inh – inhibitors of human ASAP1 ArfGAP activity, primary screen, biochemical, fluorescence polarization | hit rate 0.19% among 360,000 | Arf-GAP with SH3 domain, ANK repeat and PH domain-containing protein 1 (Homo sapiens), … | inhibition, % at 16.5 µM | AID 624377, 2012 | ASAP1-stimulated ARF1 GTP hydrolysis, GDP FP detection; in the data active means inhibition above about 25%;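 further: 0% = vehicle with enzyme and substrate and 100% = no enzyme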
Target sequence (Q9ULH1 325-724 limits assumed): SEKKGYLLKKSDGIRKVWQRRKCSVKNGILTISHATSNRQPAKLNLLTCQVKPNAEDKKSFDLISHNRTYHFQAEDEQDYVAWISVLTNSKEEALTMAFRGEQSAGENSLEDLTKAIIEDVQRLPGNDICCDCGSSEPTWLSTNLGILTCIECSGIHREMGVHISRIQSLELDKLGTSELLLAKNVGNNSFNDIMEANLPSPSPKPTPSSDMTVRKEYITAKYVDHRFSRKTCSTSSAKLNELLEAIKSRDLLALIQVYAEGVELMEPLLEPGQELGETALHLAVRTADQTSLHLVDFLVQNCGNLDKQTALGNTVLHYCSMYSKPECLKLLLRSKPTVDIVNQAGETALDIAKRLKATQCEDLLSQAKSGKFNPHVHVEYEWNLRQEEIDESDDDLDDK
TDP2 absorb – human TDP2 enzyme inhibitors, primary screen, biochemical, epi absorbance, recombinant enzyme; AID 720702, 2013; hit rate 0.34% among 370,000; inhibition, % at 12.8 µM; T5PNP hydrolysis, p-nitrophenol absorbance 415 nm;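 active means inhibition above the mean of all tested compounds plus 3 SD, set per campaign, cut at about 25% in these data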;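 further: 0% = DMSO with enzyme and 100% = buffer with substrate but no TDP2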
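Incubation: 2 h at 37 °C; Test system: recombinant human TDP2; Quantity: enzyme 120 nM; Read-out basis: percent inhibition; Medium: 50 mM Tris-HCl pH 7.5 with Mg2+, KCl, DTT, BSA; Repeats: single replicate; Compound: 12.8 µM single point, 1% DMSO; Signal: epi absorbance; Reagent: 5 mM T5PNP chromogenic substrate; Benchmarks: no-enzyme high, DMSO-plus-enzyme low.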
PLCb3 inh – human PLC-beta3 inhibitors, primary screen, biochemical, fluorescence; AID 720704, 2013; Purified PLC-beta3, fluorogenic substrate; hit rate 0.18% among 370,000; inhibition, % at 12.2 µM; in the data active means inhibition above about 11%;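 further: 0% = median of compound wells on plate and 100% = full blocker control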
DDE Tn6 FP inh – inhibitors of Tn6 peptide binding to fibrin DD(E), primary screen, biochemical, fluorescence polarization, human fibrin, Tn6 probe; Fibrinogen beta chain (Homo sapiens), P02675; Fibrin DD(E) TRITC-Tn6 fluorescence polarization displacement; hit rate 0.21% among 370,000; inhibition, % at 8.3 µM; AID 720509, 2013;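 active means inhibition above a per-campaign cutoff: mean of compounds within control limits plus 3 SD, cut at about 15% in these data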;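 further: 0% = median of all compound wells on the plate and 100% = blocking peptide control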
SIAE inh – human SIAE inhibitors, primary screen, biochemical, fluorescence polarization, FP-Rh probe, 1536-well HTS. AID 1053197, 2014. SIAE FP-Rh probe binding. Sialate O-acetylesterase (Homo sapiens), Q9HAT2. inhibition, % at 9.66 µM. hit rate 0.69% among 370,000;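 active means inhibition above a cutoff: mean of compounds within the control limits plus 3 SD of those, cut at about 17% in these data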;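 further: 0% = plate median of compound wells and 100% = probe without SIAE protein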
ADAM10 inh – human ADAM10 inhibitors, primary screen, biochemical, QFRET, HTS. Disintegrin and metalloproteinase domain-containing protein 10 (Homo sapiens), O14672. recombinant ADAM10, EDANS/DABCYL FRET peptide cleavage, 3 h. inhibition, % at 7 µM. hit rate 0.62% among 370,000;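 active means inhibition above a per-campaign cutoff equal to the mean of compounds falling between control-based bounds plus 3 SD, cut at about 20% in these data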;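 further: 0% = DMSO wells while the 100% control is not disclosed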
PLC-gamma1 inh – PLC-gamma1 enzyme inhibitors, primary screen, biochemical, fluorescence, purified enzyme. 1-phosphatidylinositol 4,5-bisphosphate phosphodiesterase gamma-1 (Homo sapiens), P19174. fluorogenic substrate. inhibition, % at 12.2 µM. hit rate 0.84% among 370,000. AID 720700, 2013; in the data active means inhibition above about 9.5%
ARFGAP1 inh – inhibitors of rat ARFGAP1 GAP activity, primary screen, biochemical, fluorescence polarization, GDP tracer. ADP-ribosylation factor GTPase-activating protein 1 (Rattus norvegicus), Q62848. AID 651572, 2012. inhibition, % at 16.5 µM. Arfgap1-stimulated ARF1 GTP hydrolysis, GDP FP detection. hit rate 0.26% among 360,000;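 active means inhibition above a per-plate limit, mean inhibition of low control wells plus 3 SD, cut at about 25% in these data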;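 further: 0% = DMSO wells with enzyme and 100% = wells lacking Arfgap1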
Target sequence (Q62848 1-136 limits assumed): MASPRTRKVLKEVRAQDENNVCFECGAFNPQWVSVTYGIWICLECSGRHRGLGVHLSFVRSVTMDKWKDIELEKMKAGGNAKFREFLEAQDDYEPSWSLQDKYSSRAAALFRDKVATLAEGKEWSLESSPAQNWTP
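Repeats: one replicate per compound; assay system: rat Arfgap1 catalytic domain, aa 1-136; times: enzyme reaction 120 min at 25 °C after 20 min preincubation; detection: FP of antibody-bound GDP Alexa 633 tracer, ex 620/em 688 nm; benchmarks: high control wells lacking Arfgap1, low control full reaction with DMSO; reagent: human ARF1(Δ1-17)-GTP substrate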
ADAM17 inh – ADAM17 inhibitors, primary screen, biochemical, QFRET. recombinant ADAM17, EDANS/DABCYL FRET peptide cleavage. inhibition, % at 6.95 µM. hit rate 0.83% among 370,000;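 active means inhibition above the mean of compounds lying between control limits plus 3 SD, set per campaign, cut at about 8.5% in these data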;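 further: 0% = DMSO-only wells as the low control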
The depositor's hits bear a star.

SMILES	DDE Tn7 FP inh	ASAP1 GAP inh	TDP2 absorb	PLCb3 inh	DDE Tn6 FP inh	SIAE inh	ADAM10 inh	PLC-gamma1 inh	ARFGAP1 inh	ADAM17 inh
Fc1ccccc1/C=C1\CCCC2=C1Nc1nnnn1C2c1ccccc1F (stereo not drawn)	0	6	-2	-7	-1	-1	-4	-9	9	-5
COC(=O)C1CCN(S(=O)(=O)Cc2ccccc2Cl)CC1	-4	7	10	-3	2	-2	2	1	14	0
Cc1cccc(C(=O)NC2CC3CCC(C2)N3C)c1 (stereo not drawn)	9	7	4	-4	1	1	-4	0	9	-3
CCCNC(=O)c1cc(C2CCCCN2C(=O)CCc2ccccc2)on1 (stereo not drawn)	-6	-4	-8	-6	-5	0	-5	4	-6	0
c1cc(C2OCCO2)cs1	2	4	7	1	8	1	-8	-2	7	-2
O=C(NCCN1CCOCC1)c1cn(-c2ccccc2)nc1-c1cccs1	-4	0	8	2	0	7	3	-1	-9	-4
CCCNCc1cc(OC)c(OCC(=O)NCCc2ccccc2)cc1Br	-5	-7	9	1	-1	2	3	1	-5	-1
N#Cc1ccc(CN2CCN(C(=O)CCNS(=O)(=O)c3ccc(F)c(Cl)c3)CC2)cc1	0	10	-9	-8	2	-1	-11	0	22	-6
Cc1c(CCOC(=O)c2ccc(N3CCOCC3)c([N+](=O)[O-])c2)sc[n+]1CC#N	-1	-1	0	-76	9	6	6	2	-8	1
CCn1c(Cc2ccccc2)nnc1SCC(=O)Nc1ccc(C)cc1	3	-1	-16	-6	6	3	5	-5	2	1
O=C(CCC(=O)Nc1ccccc1Cl)NNC(=O)NC1CCCCC1	6	10	4	-9	-3	3	-1	0	10	-4
CCCCCC/C=C/c1ccc(OC)c([C@H]2[C@H]3C=CC[C@@H](C)[C@@H]3C(=O)N2Cc2ccccc2)c1	2	-1	-4	1	-6	-3	7	-1	0	-4
O=C(CNS(=O)(=O)c1c(Cl)cccc1Cl)OCC(=O)N1CCN(c2ccccc2)CC1	0	6	-8	-1	1	2	-7	3	9	-1
O=C(c1ccc(CS(=O)(=O)c2cccc(C(F)(F)F)c2)o1)N1CCN(c2ccccn2)CC1	0	-2	0	3	7	-1	5	2	7	1
CCOC(=O)N1CCN(C(=O)/C(=C/c2ccc(Cl)cc2)NC(=O)c2ccccc2)CC1	-6	0	5	-1	1	-3	-4	-2	6	-4
O=C(/C=C/c1ccccc1F)c1ccoc1	6	-3	4	2	2	-5	11	1	-3	0
Cc1nn(Cc2ccccc2)c(Cl)c1/C=C1\NC(=S)NC1=O	-2	7	-2	-3	-6	14	-7	-2	-1	-5
COc1cccc2cc(C(=O)NCc3ccc(Cl)cc3)c(=N)oc12	-2	1	-9	-10	15	-5	1	-2	-1	-4
CCCCN1CCc2c([nH]c3c(C)cccc23)C1=O	5	4	1	-5	-1	-1	2	-3	1	-10
O=C(Nc1cccc(S(=O)(=O)N2CCCC2)c1)c1cccc(OC(F)F)c1	1	7	0	-5	-2	-12	6	1	-1	4
CCOc1cc2[nH]c(=S)n(C3CC3)c(=O)c2cc1OCC	7	-10	-6	-9	10	-4	-7	-3	-4	-5
Cc1ccc(S(=O)(=O)c2nc(-c3ccco3)oc2SC(C)C)cc1	5	-11	-12	-13	0	-2	0	-8	-7	-1
CCNC(=O)CC1SC(=Nc2ccccc2C)N(C)C1=O (stereo not drawn)	-2	-2	-4	1	7	6	-4	0	-14	-4
O=C(CN1CCc2ccccc21)NC(=O)NCc1ccccc1	-2	0	8	2	5	3	-2	0	-6	-1
Cc1cc(Cl)c2oc(C(=O)N(C)CCCN3CCOCC3)c(C)c2c1	-10	7	2	-9	1	0	-14	-2	11	-5
N/C(=N\OC(=O)c1ccc(OCC(F)(F)F)nc1)c1ccc(Cl)cc1	-11	7	-2	-2	-1	4	-2	3	12	-1
CCOC(=O)Cn1c(=O)oc2ccc(C)cc21	1	1	2	-3	1	3	-1	2	1	-4
O=C(Cc1ccc(S(=O)(=O)N2CCOCC2)s1)Nc1cc(C(F)(F)F)ccc1N1CCCC1	-1	0	-16	-117	1	-3	-83	-112	5	-23
CC(=O)N1c2cc3ccccc3cc2N(C(C)=O)c2cc3ccccc3cc21	5	8	2	0	-1	-2	-3	4	0	-5
O=C(NCCO)c1ccc2[nH]c3c(c2c1)CCCC3	-5	13	-11	-50	6	0	-49	-46	6	-14
Cc1noc(C)c1C(=O)OCC(=O)N1CCN(S(=O)(=O)c2ccc3ccccc3c2)CC1	11	-2	-14	-8	11	-3	-3	0	0	-5
CCNC(=O)CSC1=N/C(=C\c2ccc(O)c(OCC)c2)C(=O)N1c1ccc(OC(F)F)cc1	-11	-4	-15	-134	-5	1	1	-89	7	-2
Cc1cccc(CSCCNC(=O)COc2ccc(Cl)cc2)c1	1	-12	-4	-2	-2	7	1	-4	0	1
CN(C)C(=O)N1CCN(S(=O)(=O)c2ccc3ccccc3c2)CC1	0	-5	20	-2	-3	-4	-2	-1	-9	-3
CN(Cc1cccs1)S(=O)(=O)c1ccc(Cl)cc1F	1	0	-9	-7	9	-1	-5	1	6	-5
Cc1ccccc1Cn1ccc(NC(=O)c2nc3ncccn3n2)n1	-2	-23	0	6	-4	-4	-1	1	4	-2
O=S1(=O)CCOC[C@H](CC2CCCCC2)N1Cc1ccccc1F	-4	-8	-6	2	2	2	9	3	9	6
CC(C)c1ccc(-c2nc3c([nH]2)c(=O)n(C)c(=O)n3C)cc1	5	-6	6	-2	2	-5	-6	-5	1	-10
CCn1c(SCC(=O)N/N=C/C=C\c2ccccc2[N+](=O)[O-])nnc1-c1ccccc1	-7	-9	-12	8	1	4	10	9	-4	7
CN(C)c1ccc(CN2CCCCCC2)cc1	-2	-1	1	4	2	-1	11	4	-4	-2
Cc1nc2nc(SCc3ccccc3)nn2c(C)c1C	3	-4	10	-4	-8	-4	-16	2	7	-5
CCC(=O)N1c2ccc(S(=O)(=O)NCCc3ccc(C)cc3)cc2CC1C (stereo not drawn)	12	-7	14	-9	7	-5	-1	-3	2	1
CCN(CC)S(=O)(=O)c1cc(NC(=O)Cc2ccsc2)ccc1C	5	12	3	-7	-9	7	2	-2	-9	-2
COc1cc(/C=N/NC(=O)c2ccc(C)nc2)cc([N+](=O)[O-])c1O	-3	-4	-9	8	0	1	22*	9.9*	6	6
O=C(O)c1ccc(-c2cccc(-c3nn4c(=O)cc(N5CCNCC5)nc4s3)c2)cc1	-6	2	-5	-26	12	-5	-12	-18	-3	-5

The final two records of the section before open the next one.
SMILES	DDE Tn7 FP inh	ASAP1 GAP inh	TDP2 absorb	PLCb3 inh	DDE Tn6 FP inh	SIAE inh	ADAM10 inh	PLC-gamma1 inh	ARFGAP1 inh	ADAM17 inh
COc1cc(/C=N/NC(=O)c2ccc(C)nc2)cc([N+](=O)[O-])c1O	-3	-4	-9	8	0	1	22*	9.9*	6	6
O=C(O)c1ccc(-c2cccc(-c3nn4c(=O)cc(N5CCNCC5)nc4s3)c2)cc1	-6	2	-5	-26	12	-5	-12	-18	-3	-5
O=C(c1ccco1)[C@@H]1[C@@H]2C(=O)N(c3ccc(F)cc3)C(=O)[C@@H]2C2c3ccccc3C=CN21 (stereo partly drawn)	1	25*	29*	-60	9	1	1	-43	5	-6
COc1ccc(CCN(C)Cc2nc(-c3cnccn3)no2)cc1OC	6	-7	-12	-10	7	-1	-4	1	-14	-7
O=C1/C(=C\c2ccsc2)N2CCC1CC2	4	-1	-11	-6	-5	-1	-1	1	0	-3
CCOC(=O)C(=O)N1CCC(C(=O)OC)CC1	4	-8	-1	0	3	1	-5	-1	2	0
Cc1c(Cl)cccc1N1C(=O)CC(Sc2ccccc2N)C1=O (stereo not drawn)	-8	-9	-3	1	1	-2	-3	-1	2	1
CCOC(=O)C(C)Oc1c(C(=O)OC)sc2ncccc12 (stereo not drawn)	0	-19	0	-7	7	1	-28	-6	-4	-12
OCCNc1ncnc2c1ncn2Cc1ccccc1	-1	2	-12	0	-3	-2	-3	0	14	-4
CN1C[C@@H]2C[C@@H](c3cccn3-c3nccs3)N3CCC[C@@]23C1=O	-3	-15	1	-1	-1	-4	-2	0	-8	-2
COc1cc(/C=C2\C(C)=C(C#N)c3nc(N)c(C#N)c(C)c32)ccc1OCC(=O)O	-2	-12	7	-88	-3	12	-61	-61	8	-23
O=C(Nc1ccn(Cc2ccccc2F)n1)c1ccc(COc2ccc(Br)cc2)cc1	-7	8	-9	-6	-18	-18	20*	-2	9	3
Cn1nnnc1NN=Cc1ccccc1	-7	5	8	-3	-6	3	-11	4	-11	-3
CCN(CC)S(=O)(=O)N1CCC(C(=O)NCc2ccc(C)cc2)CC1	6	3	-11	-4	1	-7	2	5	3	-5
COC(=O)C(C)Oc1ccc(-c2nccc(-c3ccc(F)cc3)n2)cc1 (stereo not drawn)	1	21	16	-9	10	5	12	-5	9	2
c1ccc2sc(NN=C3CCCC3)nc2c1	0	-4	0	-33	-2	10	-2	-27	5	-3
O=C(CCC(=O)N1CCOc2ccccc21)NCc1ccccn1	-3	4	-3	4	2	-6	4	1	-2	-3
CC(=O)Nc1ccc(NC(=O)C(C)N(C)CC(=O)Nc2ccccc2Br)cc1 (stereo not drawn)	-2	-4	-2	0	-3	0	0	4	-4	-2
CN1CCN(c2ccc(NC(=O)Cc3ccccc3)cc2)CC1	2	-7	7	-138	-2	5	-2	0	3	-2
C[n+]1ccccc1N1CCN(c2ccccc2Cl)CC1	0	-4	8	5	-4	2	11	5	7	-1
